CAL PDZ FP-1: CAL PDZ peptide-binding inhibitors, primary screen, biochemical, fluorescence polarization, Cer-tagged CAL PDZ, HTS; Golgi-associated PDZ and coiled-coil motif-containing protein (Homo sapiens), Q9HD26; purified CAL PDZ, TMR-peptide fluorescence polarization, 1 h; inhibition, % at 20 µM; 0.02% of 330,000 active; AID 504414, 2011;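 active = highest replicate inhibition of at least 40%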;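 also: plate controls were DMSO neutral control wells for no effect and unlabeled competitor peptide control wells for full effect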
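System: purified tagged CAL PDZ domain construct (CerCALP). Schedule: 1 h incubation at room temperature before polarization reading. Medium: 25 mM sodium phosphate pH 7.4, 150 mM NaCl, TCEP, IgG, Thesit. Read-out: percent inhibition from loss of millipolarization. Measured by: FP readout, S and P plane fluorescence. Probe or stimulus: fluorescent TMR peptide probe.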
Keap1-Nrf2 PPI: Keap1-Nrf2 protein-protein interaction inhibitors, primary screen, biochemical, fluorescence polarization, single point; Kelch-like ECH-associated protein 1 (Homo sapiens), Q14145; Keap1 Kelch-Nrf2 peptide fluorescence polarization, 1536-well; 0.15% of 340,000 active; inhibition, % at 9.4 µM; in the data active = inhibition above about 12%;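 also: human Keap1 Kelch domain with fluorescein labeled Nrf2 9mer peptide probe; 0% = neutral control wells and 100% = peptide positive control; higher means more block of Keap1 binding to Nrf2 peptide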
CAL PDZ FP-2: untagged CAL PDZ binding inhibitors, primary screen, biochemical, fluorescence polarization, HTS; Golgi-associated PDZ and coiled-coil motif-containing protein (Homo sapiens), Q9HD26; 0.92% of 300,000 active; purified CAL PDZ, TMR-peptide fluorescence polarization, 1 h; inhibition, % at 24.9 µM; AID 602252, 2012;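 active = mean inhibition of at least 30% with at least half of replicates also reaching 30%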;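 also: 0% = DMSO neutral control and 100% = excess unlabeled competitor peptide PRC23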
Rtt109 HAT inh: inhibitors of C. albicans Rtt109/Vps75 HAT, primary screen, biochemical, ThioGlo CoA-SH fluorescence, plate reader. purified Rtt109/Vps75, 4 h. inhibition, % at 34.9 µM. 0.16% of 330,000 active;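 active = inhibition of at least 50% in every replicate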
Target sequence (Q5AAJ8 whole entry, looked up): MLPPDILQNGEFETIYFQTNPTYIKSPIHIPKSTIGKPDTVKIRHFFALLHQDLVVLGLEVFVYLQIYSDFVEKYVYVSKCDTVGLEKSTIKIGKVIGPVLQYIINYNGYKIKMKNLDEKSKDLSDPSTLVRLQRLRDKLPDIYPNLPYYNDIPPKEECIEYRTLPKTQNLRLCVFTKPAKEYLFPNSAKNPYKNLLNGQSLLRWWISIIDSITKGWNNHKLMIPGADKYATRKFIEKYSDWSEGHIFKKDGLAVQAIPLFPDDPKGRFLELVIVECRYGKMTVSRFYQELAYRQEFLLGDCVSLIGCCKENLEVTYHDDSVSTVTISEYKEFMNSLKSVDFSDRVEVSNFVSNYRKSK
cardiac RTF act: cardiac RTF calcium sensitivity activators, primary screen, biochemical, IANBD-TnC fluorescence, EC20 calcium. IANBD-labeled TnC RTF fluorescence at EC20 calcium; 0% EC20 calcium, 100% full calcium. activation, % at 7.2 µM. 0.24% of 340,000 active;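 active = activation above the mean over all tested compounds plus 3 SD, cut at about 30% in these data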;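 also: rise in fluorescence read as greater calcium sensitivity of cardiac thin filaments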
PKA-R2B act: activators of PKA-R2B holoenzyme, primary screen, biochemical, fluorescence polarization, Cy5-IP20, human | cAMP-dependent protein kinase catalytic subunit beta (Homo sapiens) + cAMP-dependent … | PKA-R2B holoenzyme dissociation; R2B truncated from residue 108, S112A mutant; 0% DMSO only, 100% 113 µM cGMP | activation, % at 11.4 µM | 0.079% of 340,000 active;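 active = activation above a cutoff set at the mean over all compounds plus 3 SD, cut at about 18% in these data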;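 also: higher means more holoenzyme dissociation and a rise in polarization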
RTF Ca sens inh: cardiac RTF calcium sensitivity inhibitors, primary screen, biochemical, IANBD-TnC fluorescence, EC70 calcium | IANBD-labeled cardiac RTF, Ca2+ fluorescence | inhibition, % at 7.15 µM | 0.12% of 340,000 active | AID 493244, 2011;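 active = inhibition above the mean inhibition of all tested compounds plus 3 SD, cut at about 17% in these data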;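 also: assay run at fixed EC70 calcium of 1.6 mM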
LANA DNA inh: inhibitors of KSHV C-LANA binding to DNA, primary screen, biochemical, fluorescence polarization, FAM-LBS DNA, MBP-C-LANA, single point. Kaposi's sarcoma herpesvirus LANA C-terminal domain (residues 932-1162) DNA binding. AID 504423, 2011. inhibition, % at 9 µM. 0.078% of 340,000 active;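 active = highest replicate inhibition at or above 60% at 9 µM, even if other replicates fall short; inactive = all replicates below 60% inhibition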;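 also: 0% = neutral control wells and 100% = 4 µM acridine orange control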
DAGLB inh: DAGLB lipase inhibitors, primary screen, biochemical, fluorescence, HTS. Diacylglycerol lipase-beta (Homo sapiens), Q8NCG7. HEK293T DAGLB membrane lysate, EnzChek fluorogenic substrate. inhibition, % at 5.17 µM. 0.059% of 340,000 active; in the data active = inhibition above about 34%;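 also: 0% = enzyme with vehicle and 100% = wells lacking enzyme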
Target sequence (Q8NCG7 whole entry, looked up): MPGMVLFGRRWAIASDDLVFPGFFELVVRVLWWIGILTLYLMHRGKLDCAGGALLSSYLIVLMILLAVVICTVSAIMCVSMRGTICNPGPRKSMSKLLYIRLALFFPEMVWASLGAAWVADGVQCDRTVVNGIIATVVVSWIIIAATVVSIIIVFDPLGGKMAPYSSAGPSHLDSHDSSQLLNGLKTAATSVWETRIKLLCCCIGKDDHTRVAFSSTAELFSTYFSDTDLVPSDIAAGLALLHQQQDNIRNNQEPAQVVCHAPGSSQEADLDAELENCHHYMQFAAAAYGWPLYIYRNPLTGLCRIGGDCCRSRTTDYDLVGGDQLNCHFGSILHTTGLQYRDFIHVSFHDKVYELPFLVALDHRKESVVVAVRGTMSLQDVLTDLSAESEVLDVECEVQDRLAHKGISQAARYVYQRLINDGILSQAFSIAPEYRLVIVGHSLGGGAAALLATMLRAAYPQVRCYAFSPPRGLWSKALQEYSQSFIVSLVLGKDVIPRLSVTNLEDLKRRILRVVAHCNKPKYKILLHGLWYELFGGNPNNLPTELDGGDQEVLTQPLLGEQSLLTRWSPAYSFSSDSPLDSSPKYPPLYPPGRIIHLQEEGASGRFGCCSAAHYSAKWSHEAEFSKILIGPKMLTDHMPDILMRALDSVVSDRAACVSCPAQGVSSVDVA
SR-BI uptake up: activators of SR-BI mediated DiI-HDL uptake, primary screen, ldlA[mSR-BI] CHO cells, DiI fluorescence; activation, % at 12.5 µM; 0.096% of 320,000 active; AID 504775, 2011; 3 h; 100 = double the neutral-control signal;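 active = mean replicate activation of at least 60% and every replicate at or above 60%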;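 also: 0% = median plate neutral-control signal and 100% = twice that signal; values of inactives mirror those of a sister screen read the other way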
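Test system: SR-BI-overexpressing, LDLR-lacking CHO cells; Medium: Ham's F12 with 0.5% BSA, HEPES 25 mM, pH 7.4; Schedule: 3 h, 37 °C; Technique: bottom-read fluorescence, 550/595 nm.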
An asterisk follows results filed as active; · = not tested or not shown.

SMILES	CAL PDZ FP-1	Keap1-Nrf2 PPI	CAL PDZ FP-2	Rtt109 HAT inh	cardiac RTF act	PKA-R2B act	RTF Ca sens inh	LANA DNA inh	DAGLB inh	SR-BI uptake up
CC1Cc2ccccc2N1S(=O)(=O)c1cccc(C(=O)c2nccn2C)c1 (stereo not drawn)	-2.1	-3.8	0.0	1.6	8.6	-3.8	-5.7	1.1	-2.0	7.8
C[C@H](NC(=O)c1ccccc1Cl)C(=O)OCC(=O)N1CCN(c2ccccc2)CC1	0.7	0.5	·	2.7	-4.8	0.6	0.4	-2.8	-0.1	0.4
O=C(OCc1ccccc1Cl)C1CC(=O)N(Cc2ccco2)C1 (stereo not drawn)	-1.3	-2.5	0.0	4.2	0.8	3.4	5.8	-1.0	-3.9	24.2
COc1ccc(NC(=O)CCC(=O)N(Cc2ccc(OC)c(OC)c2)c2nccs2)cc1	-0.2	-2.5	-2.8	-1.3	5.6	-5.7	-1.8	0.4	-1.9	-12.3
COc1ccc(CN=C(Nc2ccccc2)SC2CC(=O)N(C)C2=O)cc1 (stereo not drawn)	-0.5	-2.5	1.4	-2.9	-0.5	-5.8	-19.5	0.1	-0.6	33.1
C/C=C/C(=O)OCC(=O)Nc1ccc(C)c(S(=O)(=O)N(C)C)c1	-1.8	-4.4	1.2	1.6	0.6	-5.0	-2.7	1.3	-0.5	-1.9
O=C(COC(=O)c1ccc(O)cc1O)Nc1nnc(-c2ccccc2)o1	-3.6	-2.4	-4.3	-3.4	-7.5	-1.5	-0.9	-1.5	4.9	-23.8
CC1=C(C(=O)OC(C)C)C(c2cccnc2)C2=C(CC(C)(C)CC2=O)N1 (stereo not drawn)	-2.2	-3.6	-2.6	·	3.5	2.0	-4.4	3.1	0.3	·
C=CCOC(=O)C1=C(C)NC(=O)NC1c1cn(-c2ccccc2)nc1-c1cccs1 (stereo not drawn)	-3.7	1.3	-0.9	·	-0.4	-3.9	-3.5	0.6	-0.5	26.6
O=C(CSc1nnc(-c2ccccc2F)n1C1CCCCC1)N1CCCC1	-1.7	-7.8	5.6	-1.5	0.8	-4.5	2.9	-1.9	-0.7	-0.1
O=c1oc2ccccc2c(Nc2ccccc2O)c1[N+](=O)[O-]	-0.5	-2.3	-4.4	-3.6	7.0	-9.6	-5.8	0.6	1.0	-4.1
Cc1ccc(CNC(=O)c2cc(S(=O)(=O)N3CCOCC3)cn2C)cc1	-1.4	-2.4	·	3.1	-1.2	-3.7	0.3	0.1	-0.1	20.4
COCCC(=O)Nc1ccc2c(c1)CN(C(=O)CSC)CC2	-0.8	1.1	9.0	3.7	0.2	2.6	2.3	0.9	-3.2	·
CCCN1C2CCCC1CC(NC(=O)NC13CC4CC(CC(C4)C1)C3)C2 (stereo not drawn)	-0.4	1.1	-0.9	1.4	7.5	-4.9	-7.7	-1.1	1.8	-18.6
CCC(=O)NCCc1nc2cc(NC(=O)c3ccc(OC)cc3)ccc2n1C	-1.4	-1.4	-2.4	·	5.4	6.9	-5.7	2.1	-3.5	13.6
O=C(Nc1ccc(N2CCCC2=O)cc1)c1cncc(Br)c1	-2.0	-3.3	1.1	17.7	-3.2	2.0	-9.1	-1.8	0.0	5.9
O=C(CCNC(=O)Cn1ccc2ccccc2c1=O)NCC1CCCC1c1ccccc1 (stereo not drawn)	-0.7	-2.4	1.0	2.9	1.2	-1.0	-7.9	-0.2	0.8	-27.8
CC(C)N(Cc1nccn1C)C(=O)c1ccc2oc(Cc3ccccc3)nc2c1	-1.9	-5.4	-5.0	-12.6	0.6	-3.0	-3.3	0.5	0.9	2.3
O=C(N/N=C/c1ccc(Br)o1)c1ccc2c(c1)OCCO2	-4.0	-1.4	10.5	4.4	12.2	-21.7	-15.6	-1.1	-3.2	-11.4
O=C1NC(=Nc2ccccc2)c2c1cccc2[N+](=O)[O-]	-0.8	1.3	-2.3	-4.0	-0.4	0.0	4.0	0.1	-1.8	26.0
CCCCn1c(N)c(N(CCOC)C(=O)Cn2c(=O)oc3ccccc32)c(=O)[nH]c1=O	-2.0	0.6	0.5	27.4	-2.6	-5.6	-9.8	-0.7	-2.0	2.2
COCCN(C(=S)Nc1cccc(OC)c1)C1CCN(C(C)C)CC1	0.3	0.3	-0.5	-3.0	0.1	-2.4	-0.8	-2.5	2.4	16.0
Cc1ccc(NC(=O)C(c2ccccc2)N2CCN(CC(=O)N3CCOCC3)CC2)cc1 (stereo not drawn)	0.8	2.3	·	-6.5	-5.4	-18.0	-2.9	1.0	0.7	-1.0
COC(=O)NC1CCC(CC2CCC(NC(=O)OC)CC2)CC1 (stereo not drawn)	·	-2.1	-4.5	2.7	2.7	-5.5	-0.2	-0.1	-3.8	3.8
COc1cc(CNCc2ccccn2)ccc1OCc1c(Cl)cccc1Cl	-0.8	-0.1	-1.9	-2.7	-2.0	-2.6	-8.7	-2.7	5.6	-65.1
New compounds follow
SMILES	CAL PDZ FP-1	Keap1-Nrf2 PPI	CAL PDZ FP-2	Rtt109 HAT inh	cardiac RTF act	PKA-R2B act	RTF Ca sens inh	LANA DNA inh	DAGLB inh	SR-BI uptake up
COc1ccc(CC(=O)NCC2CCCN(Cc3ccc(F)cc3F)C2)cc1 (stereo not drawn)	·	-3.7	-1.2	-3.3	-0.6	-4.8	7.3	3.3	0.3	7.7
Cc1oc2cc3oc(=O)c(CCC(=O)NCCN4CCOCC4)c(C)c3cc2c1C	-0.5	4.4	-2.1	-8.0	6.9	1.6	-5.2	0.4	-2.3	-39.6
O=C(CSc1ccc(Cl)cc1)Nc1cccc(-c2nc3ccccc3[nH]2)c1	0.5	1.9	-0.5	10.8	-8.6	14.1	1.6	-0.5	4.4	-16.8
C=CCN1C(=O)/C(=C2/Sc3ccccc3N2CC)SC1=S	0.9	-4.2	·	3.5	9.6	-4.7	-9.3	2.8	0.1	-27.2
O=C(c1cc(=O)[nH]c2ccccc12)N1CCN(c2ccccc2)CC1	1.4	-2.2	-4.2	-0.2	1.4	7.6	-2.4	-0.5	-1.6	·
O=C(NC1CCCC1)C(c1ccc(F)cc1)N(Cc1ccccc1)C(=O)c1csnn1 (stereo not drawn)	-1.5	-3.6	-2.2	-2.1	7.0	-4.1	-12.6	-2.1	-0.9	·
CCC(C)c1ccccc1NC(=O)COC(=O)c1ccc(N2CCCC2)c([N+](=O)[O-])c1 (stereo not drawn)	-1.0	0.9	-3.6	-1.6	3.3	0.1	3.4	-0.3	-1.5	4.4
Cc1cccc(Oc2ncccc2[N+](=O)[O-])c1C	0.2	-4.2	-4.4	-1.7	0.8	-13.3	-3.9	-0.3	-4.8	-22.1
COc1ccc2c(c1)C=C(CN1CCN(C(C)C)C(CCO)C1)CO2 (stereo not drawn)	0.1	-5.2	-2.3	-4.1	0.9	1.4	1.0	-0.6	-4.0	-1.5
CC(=O)c1sc2c(c1OC(=O)c1ccc(Cl)cc1Cl)c(=O)n(-c1ccccc1)c(=S)n2-c1ccccc1	0.8	-1.4	0.3	-1.3	-4.6	-4.3	-3.8	10.0	18.0	5.9
CC(C)Nc1nc(-c2ccccc2)nnc1-c1ccccc1	0.0	2.8	·	0.5	2.1	-3.6	-2.8	0.8	-2.5	-42.6
Cc1ccc(S(=O)(=O)c2cc(N3CCOCC3)nc(-c3ccccc3)n2)cc1	0.3	-3.4	-1.0	-11.4	5.4	-4.2	-5.5	-0.6	0.1	-8.1
CCCS(=O)(=O)c1nc(S(=O)(=O)c2ccc(C)cc2)c(N2CC(C)OC(C)C2)s1 (stereo not drawn)	-0.7	-2.3	-5.9	-12.2	-0.2	8.3	-12.8	1.1	-3.0	19.1
Cc1ccc(S(=O)(=O)CC(=O)c2cc3cccc(C)c3oc2=O)cc1	-0.7	-9.1	3.1	-9.0	6.8	3.2	0.0	0.8	6.3	10.6
CCCCc1ccc(NC(=O)Cn2c(=O)c(N3CCCCC3)c(N)n(C)c2=O)cc1	-1.2	-7.0	-3.9	-6.9	-2.3	-15.7	-5.8	0.2	-1.2	-11.3

Some of the entries so far, in markdown.
| Molecule | CAL PDZ FP-1 | Keap1-Nrf2 PPI | CAL PDZ FP-2 | Rtt109 HAT inh | cardiac RTF act | PKA-R2B act | RTF Ca sens inh | LANA DNA inh | DAGLB inh | SR-BI uptake up |
| --- | --- | --- | --- | --- | --- | --- | --- | --- | --- | --- |
| COc1ccc(CC(=O)NCC2CCCN(Cc3ccc(F)cc3F)C2)cc1 (stereo not drawn) | · | -3.7 | -1.2 | -3.3 | -0.6 | -4.8 | 7.3 | 3.3 | 0.3 | 7.7 |
| Cc1oc2cc3oc(=O)c(CCC(=O)NCCN4CCOCC4)c(C)c3cc2c1C | -0.5 | 4.4 | -2.1 | -8.0 | 6.9 | 1.6 | -5.2 | 0.4 | -2.3 | -39.6 |
| O=C(CSc1ccc(Cl)cc1)Nc1cccc(-c2nc3ccccc3[nH]2)c1 | 0.5 | 1.9 | -0.5 | 10.8 | -8.6 | 14.1 | 1.6 | -0.5 | 4.4 | -16.8 |
| C=CCN1C(=O)/C(=C2/Sc3ccccc3N2CC)SC1=S | 0.9 | -4.2 | · | 3.5 | 9.6 | -4.7 | -9.3 | 2.8 | 0.1 | -27.2 |
| O=C(c1cc(=O)[nH]c2ccccc12)N1CCN(c2ccccc2)CC1 | 1.4 | -2.2 | -4.2 | -0.2 | 1.4 | 7.6 | -2.4 | -0.5 | -1.6 | · |
| O=C(NC1CCCC1)C(c1ccc(F)cc1)N(Cc1ccccc1)C(=O)c1csnn1 (stereo not drawn) | -1.5 | -3.6 | -2.2 | -2.1 | 7.0 | -4.1 | -12.6 | -2.1 | -0.9 | · |
| CCC(C)c1ccccc1NC(=O)COC(=O)c1ccc(N2CCCC2)c([N+](=O)[O-])c1 (stereo not drawn) | -1.0 | 0.9 | -3.6 | -1.6 | 3.3 | 0.1 | 3.4 | -0.3 | -1.5 | 4.4 |

Bioassay records deposited in PubChem BioAssay by several laboratories.
